Bioassay records from PubChem BioAssay.
KLF5 inhibitor: suppresses KLF5 promoter-driven expression; DLD-1 KLF5 promoter-luciferase reporter, luminescence; inhibition, % at 5 µM; 290,000 tested, 0.23% active;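 active means inhibition above a per-plate limit of that plate's mean compound inhibition plus 3 SD, cut at about 60% in these data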;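 further: 0% = DMSO wells and 100% = LY294002 at 200 µM; higher means less KLF5 promoter-driven luciferase light; inactives centre near -14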
HSF-1 act: increases HSF-1 driven luciferase reporter signal. NIH3T3-HGL HSF-1 luciferase reporter, MG132, 8 h; 100% = twice DMSO control signal. AID 504408. activation, % at 9 µM. 300,000 tested, 1.7% active;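 active means mean replicate activation of at least 50% with a set share of replicates each reaching 50%; inconclusive means only one of those two conditions met; inactive means mean below 50% and too few replicates reaching it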;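 further: 0% = median of the neutral control wells and 100% = twice that signal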
HIF act: HIF pathway transcriptional activation | 300,000 tested, 0.32% active | activation, % at 7.5 µM (by protocol) | AID 1910 | U2OS HRE-luciferase reporter, luminescence; normalized: DMSO 0%, desferrioxamine 100%;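 active means mean activation of at least 10% of the iron chelator positive control signal, with at least half of replicates also reaching 10%; inconclusive means mean and replicate majority disagree about reaching 10%; inactive means mean and most replicates under 10%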
HDAC3 inh: blocks human histone deacetylase 3. O15379. recombinant HDAC3, fluorogenic peptide/trypsin coupled, fluorescence. inhibition, % at 8.3 µM. 320,000 tested, 0.15% active. AID 2718; in the data active means inhibition above about 26%, passing the limit was not always enough; inconclusive means no clear call, values can overlap the other calls
Target sequence (O15379 whole entry, looked up): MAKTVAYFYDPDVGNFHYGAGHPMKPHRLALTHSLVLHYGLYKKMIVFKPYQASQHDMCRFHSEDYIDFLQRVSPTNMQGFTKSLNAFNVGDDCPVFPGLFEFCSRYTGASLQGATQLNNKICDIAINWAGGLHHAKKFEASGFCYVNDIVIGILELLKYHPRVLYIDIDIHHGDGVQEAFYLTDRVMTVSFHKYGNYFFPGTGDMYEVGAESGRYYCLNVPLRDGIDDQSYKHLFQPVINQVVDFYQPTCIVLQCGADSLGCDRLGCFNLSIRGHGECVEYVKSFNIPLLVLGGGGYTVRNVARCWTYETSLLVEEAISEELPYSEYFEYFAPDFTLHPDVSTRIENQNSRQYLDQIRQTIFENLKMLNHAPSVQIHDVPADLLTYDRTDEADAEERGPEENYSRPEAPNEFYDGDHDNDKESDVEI
Platelet DG rel: platelet dense granule release activity; human platelet-rich plasma, SFLLRN dense granule ATP release, luminescence; AID 1663; inhibition, %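 (compounds screened at 7.5 µM in platelet-rich plasma)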; 300,000 tested, 0.22% active;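 active means mean replicate score, as percent of positive control, at or above 50; inconclusive means mean below 50 but at least one replicate at or above 50; inactive means mean and every replicate below 50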
HSF1 inh: HSF1 inhibition | NIH3T3-HGL HSE-luciferase, MG132-induced, luminescence 8 h; stronger effect = lower value | activity change, negative = inhibition, % at 7.5 µM (by protocol) | 300,000 tested, 0.77% active | AID 2098;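 active means more than half of replicate wells show activity change below -50%, luminescence cut by over half; inconclusive means some wells, but at most half, below -50%; inactive means no replicate well below -50%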;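 further: luciferase reports HSF-1 transcriptional activity via heat shock element; 0% = median of DMSO wells and -100% = zero luminescence signal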
aSyn 5UTR inh: 5' untranslated region of α-synuclein, MLPCN primary screen. inhibition, % (tested at 7.5 µM). alpha-synuclein 5'UTR reporter, inhibitor activity. 300,000 tested, 0.82% active; in the data active means inhibition above about 60%; inconclusive means no clear call, values can overlap the other calls;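 further: H4 neuroglioblastoma cells stably carrying SNCA 5'UTR luciferase fusion; 0% = DMSO wells and 100% = positive control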
IEC-6 tox: kills IEC-6 intestinal cells in KLF5 counter-screen; inhibition, % at 5 µM; AID 1825; IEC-6 cytotoxicity, luminescence viability; 290,000 tested, 0.78% active; in the data active means inhibition above about 22%;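 further: 0% = plate median of test compound wells and 100% = cytotoxic reference compound wells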
AI-2 QS modul: Vibrio harveyi AI-2 quorum sensing modulation. Vibrio harveyi JMH597 AI-2 luminescence/OD600 ratio, 9 h; stronger effect = lower value; strain lacks LuxN and CqsS sensors; 0 = neutral-control median. 300,000 tested, 0.4% active. AID 2094. activity change, % at 7.5 µM; in the data active means activity change below about -75%, passing the limit was not always enough; inconclusive means no clear call, values can overlap the other calls;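 further: luminescence divided by OD600 gain over 9 h not by final OD600 alone; inactives centre near 13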
HSP90 inh: blocks HSP90-mediated luciferase refolding in reticulocyte lysate. 290,000 tested, 0.91% active. Rabbit reticulocyte lysate, luciferase refolding luminescence, 3 h. inhibition, % at 5.6 µM;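 active means inhibition above the screen-wide mean plus 3 SD, computed separately per campaign, cut at about 16% in these data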;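 further: 0% = DMSO wells and 100% = 60 µM geldanamycin wells; inhibitors lower the luminescence because luciferase stays unfolded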
The depositor's hits bear a star; u = inconclusive; x = no result given; & = joins results of further samples.

no. | SMILES | KLF5 inhibitor | HSF-1 act | HIF act | HDAC3 inh | Platelet DG rel
1 | CC(C)CCN1C(Nc2ccccc2)=NC[C@@H]1CC(C)C | -2 | -9 | -0.1 | -2 | 5
2 | CCC(=O)N(CCC(c1ccco1)C(C)C)Cc1ccccc1 (stereo not drawn) | -1 | x | x | u | x
3 | CN1CCN(Cc2nc3c([nH]2)c(=O)[nH]c(=O)n3C)CC1 | -27 | -21 | -0.3 | 15 | 0
4 | O=C(Nc1ccc(Cc2ccc(NC(=O)C3CC3)c(O)c2)cc1O)C1CC1 | -19 | 21 | -0.4 | -1 | 2
5 | O=C(CSc1n[nH]c(-c2ccco2)n1)Nc1ccccc1Cl | -6 | 21 | 0.2 | 12 | 3
6 | CCCNS(=O)(=O)c1ccc(CCC(=O)N2CCOCC2)cc1 | -35 | 2 | 0.2 | -15 | -2
7 | Cc1ccc(S(=O)(=O)CCC(=O)Nc2ccc(Br)cc2)cc1 | -20 | -73 | 1.6 | 1 | -5
8 | Cc1ccc(C(c2nnnn2Cc2cccs2)N2CCN(C(=O)c3ccco3)CC2)cc1 (stereo not drawn) | -27 | 5 | -1.8 | 1 | -10
9 | CN(c1ccccc1)c1nc(N)c([N+](=O)[O-])c(N2CCCC2)n1 | -87 | 30 | 2.1 | 4 | x
10 | CCOc1ccccc1OCC(=O)Nc1cc2c(cc1C(=O)O)OCCCO2 | -8 | 12 | -0.4 | 2 | 13
11 | COc1cc(C(=O)N(C)Cc2cccc(OC)c2OC)ccc1OCC(=O)Nc1cccc(C(F)(F)F)c1 | x | -3 | -1.3 | 9 | -1
12 | O=C(Nn1c(-c2ccccc2)nc2ccccc2c1=O)c1cccs1 | -2 | -2 | -0.7 | -1 | -21

no. | HSF1 inh | aSyn 5UTR inh | IEC-6 tox | AI-2 QS modul | HSP90 inh
1 | -2 | -2 | -2 | 18 | -5
2 | x | x | -6 | 17 | 0
3 | 2 | 1 | 7 | 9 | 4
4 | 2 | 8 | -2 | 23 | 2
5 | 7 | -4 | -1 | 11 | 4
6 | -3 | 34 | 1 | 8 | -2
7 | -67* | -3 | -3 | 10 | 3
8 | -1 | -7 | -2 | 1 | 0
9 | 13 | -97 | 3 | 12 | -3
10 | -4 | 10 | -6 | 7 | -2
11 | -3 | 12 | x | 17 | x
12 | 2 | 2 | 2 | 15 | -6

Full records from above. Screens in order: KLF5 inhibitor | HSF-1 act | HIF act | HDAC3 inh | Platelet DG rel | HSF1 inh | aSyn 5UTR inh | IEC-6 tox | AI-2 QS modul | HSP90 inh
CN1CCN(Cc2nc3c([nH]2)c(=O)[nH]c(=O)n3C)CC1 is entered as -27 | -21 | -0.3 | 15 | 0 | 2 | 1 | 7 | 9 | 4
CC(C)CCN1C(Nc2ccccc2)=NC[C@@H]1CC(C)C is entered as -2 | -9 | -0.1 | -2 | 5 | -2 | -2 | -2 | 18 | -5

Records listed above printed as active in HSF1 inh.
entry	compound	KLF5 inhibitor	HSF-1 act	HDAC3 inh	Platelet DG rel	HSF1 inh	aSyn 5UTR inh	AI-2 QS modul	HSP90 inh
7	Cc1ccc(S(=O)(=O)CCC(=O)Nc2ccc(Br)cc2)cc1	-20	-73	1	-5	-67*	-3	10	3

(more compounds)
no. | SMILES | KLF5 inhibitor | HSF-1 act | HIF act | HDAC3 inh | Platelet DG rel
13 | COc1cccc(N(CC(=O)N2CCN(C)CC2)S(=O)(=O)c2ccc(C)cc2)c1 | -12 | -88 | -2.4 | 3 | 2
14 | COc1ccc2c(c1OC)C(=O)OC2n1c(O)c(N=NC(C)=O)c2ccccc21 (stereo not drawn) | -19 | 1 | 0.3 | 0 | -7
15 | COc1ccc(CCNC(=O)c2ccc(S(=O)(=O)N(C)c3ccccc3)cc2)cc1OC | -10 | 3 | 0.0 | 12 | -3
16 | O=C(c1ccc(CS(=O)Cc2ccc(Cl)cc2)o1)N1CCN(c2cccc(Cl)c2)CC1 (stereo not drawn) | -9 | 22 | -0.6 | 5 | -12
17 | COc1ccc(N(CC(=O)NCc2ccccc2Cl)S(=O)(=O)c2c(C)n[nH]c2C)cc1 | -25 | 8 | -0.4 | 0 | -1
18 | COC(=O)Cc1[nH]nc2c1C(c1c[nH]c3ccccc13)C(C#N)=C(N)O2 (stereo not drawn) | 6 | 16 | 0.1 | 4 | -2
19 | Cc1nc2nc3c(c(=O)n2[nH]1)CCC3 | -31 | 2 | -0.3 | -2 | 2
20 | CCOc1ccc(N=C2SCC(=O)N2CC)cc1 | -18 | 23 | -0.5 | 0 | -4
21 | NC(=O)c1ccc(C23CC4CC(CC(C4)C2)C3)o1 | 6 | -12 | 0.7 | 4 | -22
22 | Cc1c(N(C)C(=O)C23CC4CC(CC(C4)C2)C3)c(=O)n(-c2ccccc2)n1C | 3 | -14 | -0.2 | -5 | 4
23 | Cc1ccc2nc(N/N=C/c3ccccc3F)nc(-c3ccccc3)c2c1 | -26 | -12 | -0.6 | x | -11
24 | CN(C)N1C(=O)CC(NNC(=O)c2ccncc2)C1=O (stereo not drawn) | -30 | 3 | -1.4 | -7 | 14

no. | HSF1 inh | aSyn 5UTR inh | IEC-6 tox | AI-2 QS modul | HSP90 inh
13 | -85* | 17 | -5 | 30 | -3
14 | -8 | 10 | 4 | 5 | 7
15 | -3 | 7 | -2 | 19 | -3
16 | 16 | -5 | -3 | 49 | -3
17 | -1 | -7 | -6 | 9 | -4
18 | -1 | 3 | 6 | 5 | 0
19 | -10 | 11 | -7 | 16 | -1
20 | 1 | -25 | -4 | 8 | -3
21 | -7 | 6 | 6 | 28 | 0
22 | -1 | -16 | -6 | -11 | 0
23 | -2 | -6 | -3 | 8 | 4
24 | 0 | 8 | -4 | 3 | -4

Next section
no. | SMILES | KLF5 inhibitor | HSF-1 act | HIF act | HDAC3 inh | Platelet DG rel
25 | Cc1nc(-c2ccc(NS(=O)(=O)c3ccccc3)cc2)cs1 | -10 | 5 | 0.7 | 2 | 5
26 | COc1cccc(NC(=O)CSc2nc3n[nH]c(C)c3c(=N)n2-c2cccc(OC)c2)c1 | -37 | 18 | -0.2 | 1 | 2
27 | O=C(NC(c1ccccc1)c1ccccc1)C1CCCN(S(=O)(=O)c2cnc[nH]2)C1 (stereo not drawn) | -24 | 5 | x | 3 | 6
28 | CN1CCN(c2ccc(Cl)cc2NC(=O)C2COc3ccccc3O2)CC1 (stereo not drawn) | 0 | -7 | -0.1 | -1 | -5
29 | Cc1cc(NC(=O)c2cc(C)on2)no1 | 1 | 11 | 0.1 | 3 | 1
30 | Cc1nnsc1C(=O)NNS(=O)(=O)c1cc(C(F)(F)F)cc(C(F)(F)F)c1 | -21 | 1 | -0.9 | 4 | -2
31 | CSc1nc2c(cnn2-c2ccc(C)c(C)c2)c(=O)[nH]1 | -8 | 6 | 0.2 | -20 | 0
32 | COc1ccc(C(CNC(=O)c2cc(SC)ccc2Cl)N(C)C)cc1 (stereo not drawn) | 0 | 3 | -0.2 | -1 | 0
33 | O=C(Nc1ccc2c(c1)C(=O)NC2=O)c1ccc(S(=O)(=O)N2CCCC2)cc1 | -42 | -2 | -0.1 | -10 | 6
34 | Cc1cccc(C)c1NC(=O)CNC(=O)c1cncc(Br)c1 | -13 | -18 | 0.5 | -2 | -1
35 | Cc1ccc(-n2c(C)cc(C(=O)CN3CCOCC3)c2C)cc1 | -7 | 15 | 1.6 | -10 | -7
36 | COc1ccccc1CNC(=O)c1cnccn1 | -7 | -2 | 0.4 | 0 | 2

no. | HSF1 inh | aSyn 5UTR inh | IEC-6 tox | AI-2 QS modul | HSP90 inh
25 | 2 | -8 | 2 | 9 | 1
26 | 7 | 22 | 13 | 13 | 0
27 | 2 | 10 | 4 | 24 | 0
28 | -4 | -12 | -5 | 19 | 5
29 | -5 | -8 | 4 | 32 | 1
30 | -3 | 12 | 0 | 17 | 1
31 | -4 | 9 | 6 | 16 | 1
32 | -1 | 3 | 4 | -2 | 0
33 | -3 | -16 | -8 | 28 | -1
34 | -8 | 10 | -8 | 25 | -2
35 | -1 | -44 | -1 | 5 | -1
36 | -1 | 10 | 0 | 26 | -2

The listing continues:
no. | SMILES | KLF5 inhibitor | HSF-1 act | HIF act | HDAC3 inh | Platelet DG rel
37 | Cc1ccc(C(=O)OC(C)CN2CCOCC2)cc1 (stereo not drawn) | -1 | 4 | 0.4 | 0 | 1
38 | COc1ccc(-c2cc(C(F)(F)F)nc(N3CCOCC3)n2)cc1 | -41 | 24 | -0.4 | -5 | -4
39 | Cn1nnnc1SCC(=O)N1CCOCC1 | -20 | -18 | -0.6 | -5 | 2
40 | Cc1ccc(C(=O)NNC(=O)C2CCN(c3nccc(C)n3)CC2)cc1 | -23 | -4 | 0.1 | -4 | 1
41 | COc1cccc(NC(=O)Cn2c(CCC(=O)O)ccc2-c2ccc(C)cc2)c1 | -14 | 27 | -0.2 | 3 | -3
42 | O=C(Nc1nc(-c2ccncc2)cs1)c1ccco1 | -37 | 19 | 1.3 | 5 | 0
43 | Cc1ccc(C(=O)Nc2cccc([N+](=O)[O-])c2)cc1S(=O)(=O)Nc1cccc(C(=O)O)c1 | -36 | 14 | 0.2 | -4 | 2
44 | COc1ccc(C)cc1NC(=O)C(C)N(c1ccc(C)cc1)S(C)(=O)=O (stereo not drawn) | -16 | -3 | 0.2 | x | -3
45 | COc1ccc(S(=O)(=O)N2CN3CCN(C3)C2)cc1OC | -41 | 47 | 0.9 | 4 | -1
46 | CSc1n[nH]c(=O)n1C1CCCCC1 | 2 | -7 | -0.3 | -3 | -2
47 | O=C(Nc1ccccc1)N(c1ccccc1)C1C=CS(=O)(=O)C1 (stereo not drawn) | -26 | 19 | 0.2 | -7 | -14
48 | Cc1nc2nc[nH]n2c(=O)c1NC(=O)CC12CC3CC(CC(C3)C1)C2 | 6&-7 | -25&-9 | -0.7&0.1 | -1 | 7&-7
49 | COC(=O)CN(C(=S)Nc1ccccc1)C1CC(=O)N(c2ccc(OC)cc2)C1=O (stereo not drawn) | -3 | 3 | -0.2 | 2 | 10
50 | COC(=O)c1cc2c(ccn2-c2ccc(F)cc2)n1Cc1ccc(OC)cc1 | -12 | 48 | 1.0 | 9 | 12

no. | HSF1 inh | aSyn 5UTR inh | IEC-6 tox | AI-2 QS modul | HSP90 inh
37 | 1 | -14 | -8 | 13 | -4
38 | -2 | 13 | -1 | 5 | -3
39 | -10 | 3 | -2 | 16 | 1
40 | -7 | 0 | 0 | 13 | 4
41 | 3 | 18 | -5 | 5 | 4
42 | 9 | -86 | -2 | 14 | -3
43 | -4 | 5 | -8 | 6 | -2
44 | 2 | -8 | -15 | 24 | -3
45 | 8 | 9 | -1 | 11 | 0
46 | -2 | -2 | -1 | 18 | 4
47 | -3 | 1 | 1 | 13 | -2
48 | -5&0 | 10&1 | 4&-1 | 2&22 | 4&1
49 | 4 | 5 | 0 | 4 | 0
50 | 19 | -50 | 0 | 8 | -4
